PMK inhibit: S. pneumoniae PMK inhibition; purified PMK, PK/LDH-coupled NADH absorbance 340 nm; inhibition, % at 10 µM; 65,000 tested, 0.49% active; AID 539;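 active = top-ranked compounds by inhibition in the single 10 µM screen, taking a fixed number of the strongest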;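 also: 0% = full reaction with DMSO carrier and 100% = background rate without enzyme reaction; no value below 0 was filed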
HT1080 cytotoxicity: cytotoxicity in HT1080 fibrosarcoma cells, cell-based, fluorescence readout (AID 620); HT1080 viability, fluorescence; higher % means a stronger effect; cytotoxicity, % at 10 µM, or EC50 in µM where a hit was titrated; 87,000 tested, 0.42% active;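 also: cells exposed to compound overnight then 4 h with Alamar Blue; 0% = vehicle DMSO and 100% = killing control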
MK inhibit: inhibitors of Streptococcus pneumoniae mevalonate kinase. inhibition, % at 10 µM. 65,000 tested, 0.48% active. purified MK, PK/LDH-coupled NADH absorbance 340 nm;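 active = ranked among the strongest by inhibition in the single 10 µM screen, a fixed top-ranked set picked for dose follow-up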; also: no value below 0 was filed
Bfl-1 displacement: displacement of Bid BH3 peptide from Bfl-1 – biochemical, fluorescence polarization, FITC-Bid, mouse, primary screen (AID 432); one-dose displacement, % at 20 µM; IC50 in µM for titrated hits; 64,000 tested, 0.02% active; FITC-Bid BH3 peptide fluorescence polarization displacement; higher % means a stronger effect; in the data active = a potency from the dose series; inactive = the rest, 99 in 100 with displacement below about 15%; also: strong numbers were not always called active
LYP inhibition: inhibition of human PTPN22 tyrosine phosphatase – biochemical, DiFMUP fluorescence, recombinant catalytic domain, 10 µM, primary screen (AID 606); recombinant LYP catalytic domain, DiFMUP fluorescence; higher % means a stronger effect; inhibition, % at 10 µM, or IC50 in µM where a hit was titrated; 52,000 tested, under 10 active;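 active = IC50 under 40 µM in the dose-response test; inactive = IC50 of 40 µM or more, or never dose-tested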
HPDE-C7 viability: HPDE-C7 pancreatic duct cell viability loss – fluorescence, HTS (AID 430); HPDE-C7 pancreatic duct cells viability, fluorescence; higher % means a stronger effect; cytotoxicity, % at 10 µM, or EC50 in µM where a hit was titrated; 63,000 tested, 1.8% active;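 also: cells exposed to compound for 48 hours before viability readout; 0% = vehicle and 100% = reference cytotoxic drug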
DPM-DC inhibit: S. pneumoniae DPM-DC inhibition. purified DPM-DC, PK/LDH coupled NADH fluorescence. calls only at 10 µM. 65,000 tested, 0.49% active. AID 556;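 active = the 320 compounds with the highest percent inhibition in the single-dose primary screen, excluding strongly autofluorescent ones, cut at about 32% in these data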;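 also: kinetic rate of NADH fluorescence loss reporting ADP formed by the decarboxylase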
Alkaline phosphatase: human TNAP enzyme inhibitors, biochemical, luminescent (AID 518); purified TNAP enzyme, luminescent substrate readout; higher % means a stronger effect; inhibition, % at 20 µM, or IC50 in µM where a hit was titrated; 64,000 tested, 0.09% active; in the data active = a potency from the dose series; inactive = the rest, 99 in 100 with inhibition below about 22%;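 also: plate controls were vehicle for no effect and reference inhibitor for full effect; many of its hits are not listed in these tables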
KRASV12 cytotoxicity: cytotoxicity in KRAS-transformed pancreatic duct cells, primary screen, cell-based, fluorescence, HTS (AID 431); 63,000 tested, 1.7% active; HPDE-C7K KRASV12 cells, Alamar Blue viability, 48 h; higher % means a stronger effect; cytotoxicity, % at 10 µM; hits with a dose series show EC50 in µM;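 active = compounds whose percent cytotoxicity in the single-dose primary screen, scaled between solvent and toxic-drug controls, exceeds 50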;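 also: 0% = DMSO solvent wells and 100% = doxorubicin-treated wells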
PMK inhibit pilot replicates: also measured in PMK inhibit; calls as there; inhibition, %; measured here: pilot screen replicates
MK inhibit pilot replicates: second read-out of MK inhibit, no call of its own (marks repeat the call); inhibition, %; measured here: pilot screen replicates
DPM-DC inhibit pilot screen %: also measured in DPM-DC inhibit; calls as there; inhibition, %; measured here: pilot screen trials
* marks the source's active call; other numbers are inactive results; i = inactive; . = not tested or not shown; & = joins results of further samples. Rule as the data show it, unless noted: active = cytotoxicity above about 50%; inactive = the rest. This is a subset (hit frequency here may not be typical).

SMILES | PMK inhibit | HT1080 cytotoxicity | MK inhibit | Bfl-1 displacement | LYP inhibition | HPDE-C7 viability | DPM-DC inhibit | Alkaline phosphatase | KRASV12 cytotoxicity | others
CN=C(SCc1ccccc1)c1c(O)n(C)c(=O)n(C)c1=O | 10 | -6% | 6 | -9% | 11% | -9% | i | 5% | -7%
O=C1CC(=O)N(c2ccc3c(c2)OCO3)C(=O)N1 | 8 | 2% | 8 | -5% | 0% | -10% | i | 10% | -8%
O=P(O)(O)COc1ccccc1O | 4 | 3% | 11 | 6% | 12% | -18% | i | 11% | -2%
Nc1nnc(CCN2CCCCC2)s1 | 11 | -1% | 11 | . | 20% | . | i | . | .
CCCC(C)(COC(N)=O)COC(=O)NC(C)C (configuration not stated) | 3 | -6% | 4 | 1% | 20% | 10% | i | 11% | -14% | PMK inhibit pilot replicates=0.5;MK inhibit pilot replicates=0.0;DPM-DC inhibit pilot screen %=2.0
O=C(Cn1c(=O)c(C(F)(F)F)nc2ccccc21)N1CCC2(CC1)OCCO2 | 15 | 4% | 0 | -2% | 7% | -24% | i | 5% | -21%
O=C(C(Cc1ccccc1)NS(=O)(=O)c1cccc2nsnc12)N1CCC2(CC1)OCCO2 (configuration not stated) | 10 | 16% | 12 | 0% | 8% | -4% | i | 9% | -6%
COCc1cc(C2SCC(=O)Nc3c2c(=O)[nH]n3C(C)C)ccc1OC (configuration not stated) | 5 | 1% | 15 | 1% | 2% | -14% | i | 6% | 1%
CN1CCC(N(C)c2ncnc3ccc(Br)cc23)CC1 | 12 | -1% | 5 | 2% | 16% | -3% | i | 12% | 4% | PMK inhibit pilot replicates=5.5;MK inhibit pilot replicates=2.0;DPM-DC inhibit pilot screen %=0.5
C=CCn1c(O)c(C=Nc2ccc(OC)cc2C)c(=O)[nH]c1=O | 11 | 5% | 9 | -2% | . | 6% | i | 11% | 0%
O=C(CNS(=O)(=O)c1ccc(Br)s1)N1CCC2(CC1)OCCO2 | 14 | 6% | 0 | 5% | -3% | 0% | i | 8% | 5%
CC(C)C(=O)N1CCN(CCN=Cc2c(O)n(C)c(=O)n(C)c2=O)CC1 | 5 | 0% | 5 | 4% | 9% | -30% | i | 12% | 0% | PMK inhibit pilot replicates=4.5;MK inhibit pilot replicates=1.5;DPM-DC inhibit pilot screen %=6.0
CC(C)c1cccc(C(C)C)c1OCCn1ccnc1 | 10 | -5% | 5 | -8% | 2% | 8% | i | 9% | 12%
Cc1ccc(OCC(=O)N2CCN(CC3CC4C=CC3C4)CC2)cc1 (configuration not stated) | 0 | -25% | 25 | -4% | 1% | -4% | i | 3% | -7%
Cc1c(N=Cc2c(O)n(Cc3ccco3)c(=O)[nH]c2=O)c(=O)n(-c2ccccc2)n1C | 16 | -5% | 7 | 6% | -7% | 6% | i | 14% | -3%
CCOCCCN=Cc1c(O)n(Cc2ccccc2)c(=O)[nH]c1=O | 17 | -10% | 4 | -3% | 18% | -1% | i | 3% | 3%
O=C(c1cc2nc(-c3ccccc3)cc(-c3ccccc3)n2n1)N1CCC2(CC1)OCCO2 | 3 | -4% | 9 | -9% | 2% | 19% | . | 11% | 11%
O=C(Cc1ccccc1)Oc1cccc(N2C(=O)CCC2=O)c1 | 2 | -2% | 3 | -5% | . | 0% | i | 5% | -7%
CC12CN3CC(C)(CN(C1)C3c1cccnc1)C2=O (configuration not stated) | 13 | 6% | 0 | 0% | -1% | -3% | i | 10% | 0%
CCOC(=O)C1=C(N)Oc2cc(C)oc(=O)c2C12C(=O)N1c3c(cc(OC)cc32)C(C)=CC1(C)C (configuration not stated) | 0 | 5% | 10 | -5% | 14% | -13% | i | 6% | -20%
Cn1c(O)c(C=NCc2ccco2)c(=O)n(C)c1=O | 0 | -2% | 4 | 3% | 6% | -17% | i | 9% | -8% | PMK inhibit pilot replicates=0.0;MK inhibit pilot replicates=0.0;DPM-DC inhibit pilot screen %=0.0
O=P(OCC(F)(F)C(F)F)(N1CCOCC1)N1CCOCC1 | 14 | 18% | 14 | -4% | . | 1% | i | 4% | -7%
Cc1ccc(C2C(S(C)(=O)=O)=C(O)C(=O)N2c2ccccc2)cc1 (configuration not stated) (tested in a mixture with another compound) | 2 | 15% | 10 | 0% | 7% | -1% | i | 5% | 7%
CN(C)c1ccc(NC(=O)CN2C(=O)CN=C(c3ccccc3)c3ccccc32)cc1 | 4 | 0% | 6 | 0% | . | 1% | i | 9% | -9%
CC(=NCCN1CCOCC1)c1c(O)n(C2CCCCC2)c(=O)[nH]c1=O | 10 | -10% | 3 | 4% | . | -13% | i | 0% | -11%
SMILES | PMK inhibit | HT1080 cytotoxicity | MK inhibit | Bfl-1 displacement | LYP inhibition | HPDE-C7 viability | DPM-DC inhibit | Alkaline phosphatase | KRASV12 cytotoxicity | others
O=c1cccc2n1CC1CC2CN(Cc2ccc3c(c2)OCO3)C1 (configuration not stated) | 10 | -12% | 3 | 0% | -2% | -17% | i | 8% | -23%
CC(=NCc1ccco1)c1c(O)n(Cc2ccccc2)c(=O)[nH]c1=O | 4 | 3% | 0 | -5% | -14% | -12% | i | 8% | -20%
CCC(=O)N1c2ccc(S(=O)(=O)CCC(=O)N3CCC4(CC3)OCCO4)cc2CC1C (configuration not stated) | 3 | -8% | 8 | -10% | 2% | -5% | i | 7% | -14%
CC(=NCCCn1ccnc1)c1c(O)n(C)c(=O)n(C)c1=O | 12 | -2% | 12 | -9% | -1% | -13% | i | 18% | -9%
CC1CCCC(C2(O)C(=O)Nc3ccccc32)C1=O (configuration not stated) | 6 | -1% | 0 | -14% | -9% | -16% | i | 6% | 2%
CN1C(=O)C(Cc2c[nH]c3ccccc23)C(=O)N(C)C1=O | 13 | -17% | 8 | -4% | -9% | 3% | i | 5% | -6%
COc1ccc(OCC(=O)N2CCN(Cc3c[nH]c4ccccc34)CC2)cc1 | 9 | -9% | 23 | -7% | 2% | 5% | i | 7% | -2%
COc1ccc(CCn2c(O)c(C=NC3CC3)c(=O)[nH]c2=O)cc1OC | 12 | -9% | 10 | -5% | 16% | -16% | i | 14% | -12%
CN1CCN(C(=O)OC2c3nccnc3C(=O)N2c2ccc(Cl)cn2)CC1 (configuration not stated) | 4&0 | . | 4&1 | 2% | . | -15% | i | 15% | -34% | PMK inhibit pilot replicates=5.0;MK inhibit pilot replicates=0.0;DPM-DC inhibit pilot screen %=3.0
OC12Oc3ccccc3C=C1N1CCC2CC1 (configuration not stated) | 11 | 2% | 9 | 1% | . | 1% | i | 8% | 6%
COc1ccc(OC)c([C@@H](O)[C@H](C)NC(C)(C)C)c1 | 0 | -2% | 4 | 1% | 8% | 4% | i | 17% | -12% | PMK inhibit pilot replicates=0.5;MK inhibit pilot replicates=0.0;DPM-DC inhibit pilot screen %=0.0
CCOC(=O)C1=C(N)Oc2cc(C)oc(=O)c2C12C(=O)N1c3c(cccc32)C(C)CC1(C)C (configuration not stated) | 7 | -9% | 5 | 4% | 1% | 0% | i | 8% | 7%
Cc1ccccc1N1C(=O)CC(=O)NC1=O | 0 | . | 3 | -3% | -1% | 3% | i | 7% | 2%
CCCNC(=O)c1c(N)n(Cc2ccc3c(c2)OCO3)c2nc3ccccc3nc12 | 14 | 4% | 8 | -7% | 5% | -23% | . | 16% | -16% | PMK inhibit pilot replicates=0.0;MK inhibit pilot replicates=0.0
Cn1c(=O)cc(OCC(=O)N2CCN(C3CCCCC3)CC2)c2ccccc21 | 1 | 1% | 6 | -1% | 1% | 5% | i | 15% | 7% | PMK inhibit pilot replicates=3.0;MK inhibit pilot replicates=0.5;DPM-DC inhibit pilot screen %=0.0
CC12CN3CC(C)(CN(C1)C31CCSCC1)C2=O | 16 | 14% | 5 | -4% | 5% | -6% | i | -3% | 1%
Cn1ccnc1P(=S)(c1nccn1C)c1nccn1C | 8 | -6% | 0 | 0% | 11% | -14% | i | 8% | -2%
CCN(CC)c1ccc(CC2C(=O)N(C)C(=O)N(C)C2=O)cc1 | 0 | -13% | 5 | 0% | . | -7% | i | -1% | 8%
Cc1ccc2cccc(OC(=O)N3CCCC3)c2n1 | 5 | 5% | 7 | -3% | 19% | -3% | i | 9% | -6%
CCCCCP(=O)(O)c1ccccc1 | 12 | -7% | 6 | 5% | 5% | . | i | -1% | .
Cc1ccc(S(=O)(=O)NC(CC(=O)N2CCC3(CC2)OCCO3)c2ccco2)cc1 (configuration not stated) | 6 | 0% | 7 | 3% | 3% | -9% | i | 4% | -10%
CCOC(=O)c1c(N)n(CCCOC(=O)c2ccco2)c2nc3ccccc3nc12 | 13 | -7% | 9 | 1% | -1% | -17% | . | 5% | -25%
CCOC(=O)C(O)(c1ccc(NC(=O)c2ccco2)c(OC)c1)C(F)(F)F (configuration not stated) | 8 | -2% | 6 | 1% | 10% | -15% | i | 10% | -43%

Sorted by count of non-hydrogen atoms (low to high): some entries from above
SMILES | PMK inhibit | HT1080 cytotoxicity | MK inhibit | Bfl-1 displacement | LYP inhibition | HPDE-C7 viability | DPM-DC inhibit | Alkaline phosphatase | KRASV12 cytotoxicity | others
COc1ccc(OC)c([C@@H](O)[C@H](C)NC(C)(C)C)c1 | 0 | -2% | 4 | 1% | 8% | 4% | i | 17% | -12% | PMK inhibit pilot replicates=0.5;MK inhibit pilot replicates=0.0;DPM-DC inhibit pilot screen %=0.0
CC(=NCc1ccco1)c1c(O)n(Cc2ccccc2)c(=O)[nH]c1=O | 4 | 3% | 0 | -5% | -14% | -12% | i | 8% | -20%
CCOC(=O)c1c(N)n(CCCOC(=O)c2ccco2)c2nc3ccccc3nc12 | 13 | -7% | 9 | 1% | -1% | -17% | . | 5% | -25%

Grouped by structure, those above containing a furan ring, fused or not
SMILES | PMK inhibit | HT1080 cytotoxicity | MK inhibit | Bfl-1 displacement | LYP inhibition | HPDE-C7 viability | DPM-DC inhibit | Alkaline phosphatase | KRASV12 cytotoxicity | others
Cc1c(N=Cc2c(O)n(Cc3ccco3)c(=O)[nH]c2=O)c(=O)n(-c2ccccc2)n1C | 16 | -5% | 7 | 6% | -7% | 6% | i | 14% | -3%
Cn1c(O)c(C=NCc2ccco2)c(=O)n(C)c1=O | 0 | -2% | 4 | 3% | 6% | -17% | i | 9% | -8% | PMK inhibit pilot replicates=0.0;MK inhibit pilot replicates=0.0;DPM-DC inhibit pilot screen %=0.0
CC(=NCc1ccco1)c1c(O)n(Cc2ccccc2)c(=O)[nH]c1=O | 4 | 3% | 0 | -5% | -14% | -12% | i | 8% | -20%
Cc1ccc(S(=O)(=O)NC(CC(=O)N2CCC3(CC2)OCCO3)c2ccco2)cc1 (configuration not stated) | 6 | 0% | 7 | 3% | 3% | -9% | i | 4% | -10%
CCOC(=O)c1c(N)n(CCCOC(=O)c2ccco2)c2nc3ccccc3nc12 | 13 | -7% | 9 | 1% | -1% | -17% | . | 5% | -25%
CCOC(=O)C(O)(c1ccc(NC(=O)c2ccco2)c(OC)c1)C(F)(F)F (configuration not stated) | 8 | -2% | 6 | 1% | 10% | -15% | i | 10% | -43%

Bioassay records: PubChem, several laboratories
